SK-BR-3 tox 24h: SK-BR-3 proliferation inhibitors | SK-BR-3 viability, CellTiter-Glo ATP luminescence, 24 h; hits give low values | viability, % at 10 µM | hit rate 0.47% among 41,000 | AID 847;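 active = viability at or below the median of all test compounds minus 3 SD, in both replicates if run twice, cut at about 45% in these data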;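 note: 100% = median untreated cell wells and 0% = median positive control drug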
* marks the source's active call; other numbers are inactive results. An excerpt; count on the stated rates, not on these rows.

SMILES	SK-BR-3 tox 24h
COC(=O)c1cccc(CSc2nnc(C)s2)c1	91.6
CC(C)c1cc(CN2CCN(CCC#N)CC2)cc(C(C)C)c1O	78.7
Cc1ccc(C2/C(=C(\O)c3cnn(-c4ccccc4)c3C)C(=O)C(=O)N2CCN(C)C)o1 (centres undefined)	96.8
COc1ccc(C(=O)Nc2c3c(nn2-c2cccc(Cl)c2)CS(=O)C3)cc1 (centres undefined)	121.6
COc1ccc(-c2cc3nc4c(c(N5CCC6(CC5)OCCO6)n3n2)CCCC4)cc1	131.1
COc1ccc(OC)c(NC(=O)C23CCC(C)(C(=O)C2)C3(C)C)c1 (centres undefined)	115.2
COc1ccc(/C(O)=C2\C(=O)C(=O)N(CCN(C)C)C2c2cccc(OC)c2OC)cc1 (centres undefined)	82.2
CCOC(=O)N1CCN(C(=O)C(NC(=O)c2ccc(CC)cc2)C(C)C)CC1 (centres undefined)	73.8
O=C(CC(O)(c1ccccc1)C(F)(F)C(F)F)c1cccs1 (centres undefined)	78.8
c1ccc(N(c2ccccc2)c2nc(N3CCOCC3)nc(N3CCOCC3)n2)cc1	99.4
Cc1nc2sc(C(c3cccc(F)c3)N3CCCC(C)C3)c(O)n2n1 (centres undefined)	91.5
CC(C)C[C@H](NC(=O)[C@@H]1O[C@H]1C(=O)O)C(=O)NCCCCN=C(N)N	105.0
CCN=C1SC(C(=O)NCCc2ccccc2)CC(=O)N1CC (centres undefined)	55.1
CCn1cc(NC(=O)Nc2ccc(OC)c(OC)c2)c(C(N)=O)n1	90.8
Cc1ccc(C(=O)CSc2nnc(Cn3nnc4ccccc43)n2C)cc1	99.6
N#Cc1nc(COc2ccccc2Cl)oc1NCc1ccc(F)cc1	78.4
O=C(CCn1nnc2ccccc2c1=O)N[C@H](C(=O)O)c1ccccc1	83.4
COc1ccc(-c2cc(C(F)(F)F)nc(SCC(=O)Nc3cc(C)on3)n2)cc1	73.4
Cc1ccc2c(c1)c1ncnc(N3CCC4(CC3)OCCO4)c1n2C	85.6
Cc1cccc(-c2cc3nc4c(c(N5CCCC(O)C5)n3n2)CCC4)c1 (centres undefined)	84.6
COc1ccccc1-c1cc(C(F)(F)F)nc(N2CCN(c3ccccc3)CC2)n1	85.5
Cc1cc2nc(-c3ccc(SCC(=O)N4CCN(C(=O)c5ccco5)CC4)nc3)[nH]c2cc1C	84.9
Cc1ccc(N2CCCCn3c2nc2c3c(=O)[nH]c(=O)n2C)cc1	88.7
CC(=O)N1CCN(c2ccc(Nc3ncnc4c3oc3ccccc34)cc2)CC1	108.3
N#Cc1ccc(NC(=O)Nc2ccc(Cl)cc2)cc1	143.7

Remaining list, next part:
SMILES	SK-BR-3 tox 24h
O=C(CCc1ccccc1)Nc1ccc(Cl)cn1	98.6
O=C(Nc1nccs1)c1cc2sccc2n1Cc1ccc(F)cc1	79.7
CCN1C(=O)N(CC)C2C1N(C(C)=O)C(=O)N2C(C)=O (centres undefined)	77.7
O=C(NCc1ccco1)c1cc2nc(C3CC3)cc(C(F)(F)F)n2n1	100.9
O=C(NCCN1CCCCC1)c1ccc2c(c1)OCCO2	107.6
CCC(NC(=O)Nc1cc(OC)c(OC)c(OC)c1)(C(F)(F)F)C(F)(F)F	103.2
CCOC(=O)c1snc2c(=O)[nH]cnc12	109.1
CCN(CC)S(=O)(=O)c1cccc(C(=O)NCCCN2CCOCC2)c1	97.2
Cc1[nH]c2ccccc2c1CC(=O)O	88.8
COc1ccccc1N1CCN(CCCC(=O)c2ccc(F)cc2)CC1	106.0
Cc1ccc2cc(C(c3nnnn3C3CCCC3)N3CCOCC3)c(=O)[nH]c2c1C (centres undefined)	91.7
Nc1ccc(-n2nnnc2-c2ccco2)cc1	78.1
C=CCNC(=O)c1ccccc1NS(=O)(=O)c1ccc(SC)cc1	101.9
CCn1c(C)nc2cc(S(=O)(=O)N3CCCCC3)ccc21	92.3
Cc1nc(N2CCOCC2)c(C#N)c2c1COC(C)(C)C2	90.7
CC(=O)NC1CC2CCCC(C1)N2CC(=O)N1CCCc2ccccc21 (centres undefined)	96.4
COCCCNC(=O)c1ccc(CS(=O)(=O)Cc2cccc(C)c2)o1	53.6
N#CC1=C(N)NC(SCc2ccc(Cl)cc2)=C(C#N)C12CCCCC2	60.0
CCC(C)NC(=O)C1CCN(C(=O)c2ccccc2)CC1 (centres undefined)	93.5
COc1cc(C2CC(=O)c3cnc(N4CCN(Cc5ccccc5)CC4)nc3C2)cc(OC)c1OC (centres undefined)	103.2
CC(=O)c1ccc(OCC(O)COc2ccc(C(C)=O)cc2)cc1	96.4
CCn1c(=O)c(C(=O)Nn2c(C)nc3ccccc3c2=O)c(O)c2ccccc21	124.7
O=S(=O)(NCCOc1cccc2cccnc12)c1ccc(F)cc1	86.2
COc1ccc(OCCC(=O)NC2=NCCS2)cc1	108.6
CN1CCN(c2nc(N3CCN(CCO)CC3)nc3ccccc23)CC1	66.3

(further entries)
SMILES	SK-BR-3 tox 24h
O=C(NCc1ccccn1)Nc1cccc(NC(=O)NCc2ccccn2)c1	79.8
COc1nc(OC)nc(N2CCC(C(=O)NCc3ccco3)CC2)n1	79.3
O=C(O)CCc1nc(-c2ccccc2Cl)no1	74.0
Cc1ccc(-c2nc3cc(NC(=O)C(C)C)ccc3o2)cc1	64.3
CCCCCc1c(C)nc(N2CCc3ccccc3C2)[nH]c1=O	84.9
Cc1cccc(N2CSC3=C(C#N)C(c4ccc(C)o4)CC(=O)N3C2)c1 (centres undefined)	89.8
COc1ccc(OC)c(-n2nnnc2SCC(=O)Nc2nc(C)c(C)s2)c1	89.4
O=C(Cn1nnc(-c2ccccc2)n1)OC1CCOC1=O (centres undefined)	92.6
Cn1c(/N=C/c2c[nH]c3ccccc23)nc2ccccc21	85.5
Cn1c(=O)c(C(=O)Nc2cccnc2)c(O)c2ccccc21	102.1
COc1ccc(C2C(C#N)=C(N)Oc3cc4c(cc32)OCO4)cc1 (centres undefined)	102.7
O=C(NC1CCCCC1)N1CCN(CCc2ccccc2)CC1	101.6
N#CCCN1CCN(C(=S)c2ccc(-c3ccc(Cl)c(Cl)c3)o2)CC1	109.5
CC(C)COC(=O)C(C#N)c1nc2ccccc2nc1N1CCN(Cc2ccccc2)CC1 (centres undefined)	89.4
O=C(NC1CCCCC1)C(c1ccco1)N(C(=O)c1csnn1)C1CCCC1 (centres undefined)	103.2
Cc1ccc(Cn2c(CN3CCN(C(=O)c4ccco4)CC3)nc3c2c(=O)n(C)c(=O)n3C)cc1	81.7
CCOC(=O)c1cccc(NC(=O)CSc2nnnn2CC)c1	92.1
Cc1[nH]c2c(C)cccc2c(=O)c1Br	92.5
CCOC(=O)c1c(C)c(C(=O)O)n(C)c1C	88.6
Cc1ccc(C(=O)CSc2nnc(-c3cccnc3)n2N)cc1	87.4
COC(=O)c1ccccc1S(=O)(=O)N(Cc1cc2cc3c(cc2[nH]c1=O)OCO3)C1CCCCC1	92.3
Cc1cc(=O)n(C)c(=O)n1CC(=O)N1CCCCCC1	106.9
Nc1nc(SCC(=O)NCCCO)nc2sc3c(c12)CCC3	85.3
CC(=O)Nc1cccc(N(C)S(C)(=O)=O)c1	101.1
CC(Cc1cccs1)NC(=O)Nc1ccccc1 (centres undefined)	78.5

Single values from the list:
In SK-BR-3 tox 24h, `CC(=O)Nc1cccc(N(C)S(C)(=O)=O)c1` has 101.1
In SK-BR-3 tox 24h, `C=CCNC(=O)c1ccccc1NS(=O)(=O)c1ccc(SC)cc1` has 101.9
In SK-BR-3 tox 24h, `Cc1ccc(C(=O)CSc2nnc(-c3cccnc3)n2N)cc1` has 87.4

Next section.
SMILES	SK-BR-3 tox 24h
CCCCCn1c(-c2ccco2)nc2nc3ccccc3nc21	87.7
CN1CCN(CCC(=O)N2c3ccccc3Sc3ccc(Cl)cc32)CC1	87.6
CN(C)CCOC(c1ccccc1)c1ccccc1 (tested in a mixture with another compound)	81.5
CCCCOC(=O)c1ccc(NC(=O)C(CCS(C)(=O)=O)NC(C)=O)cc1 (centres undefined)	87.6
O=C(Nc1nccs1)C12CC3CC(C1)CC(C(=O)Nc1nccs1)(C3)C2	69.5
CCOCCOC(=O)C1=C(C)N(C)C(=O)NC1c1cc(Cl)c(O)c(OCC)c1 (centres undefined)	86.2
Cn1nnnc1SCC(=O)Nc1ccc(Oc2ccccc2)cc1	98.2
COc1ccc(CCNc2oc(-c3ccc(OC)c(OC)c3)nc2C#N)cc1	74.5
Cc1ccc(C(=O)N2CCN(C3CCCCC3)CC2)s1	105.6
c1ccc(N=P(N2CCOCC2)(N2CCOCC2)N2CCOCC2)cc1	66.2
Cc1csc(NC(=O)c2cccc(Cn3nc(C)c(Br)c3C)c2)n1	80.5
Cc1cccc(NC(=O)c2cc3c(n(-c4ccccc4)c2=O)CCCC3=O)n1	85.1
O=C(CSc1nnc(COc2cccc3cccnc23)o1)N1CCc2ccccc21	71.5
CC(=O)Nc1ccc(C(=O)c2ccccc2)cc1	78.9
O=C1Nc2cc(C(=O)N3CCOCC3)ccc2SC1N1CCOCC1 (centres undefined)	96.6
Cn1c(=S)n(/N=C/c2ccc3c(c2)OCO3)c2ccccc21	84.1
C=CC(O)(C#CCN(CC)CC)c1ccccc1 (centres undefined)	90.6
CNC(=O)CCn1nc(-c2ccccc2)c2ccccc2c1=O	86.2
O=C(CCCN1C(=O)c2cccnc2C1=O)N1CC(=O)N(CCc2ccccc2)C(=O)C1	65.2
COC(=O)NCC(c1cccnc1)N1CCN(c2ccccc2OC)CC1 (centres undefined)	93.8
COCCNC(=O)CCCn1c(=O)c2ccccc2n(CC(=O)NCCC2=CCCCC2)c1=O	99.8
COc1ccc(Cl)cc1S(=O)(=O)n1nnc2ccccc21	81.5
Cc1nc(SCc2ccccc2C)n[nH]1	100.7
O=c1c2ccccc2nc2n1CCC2	90.0
O=C(c1ccco1)N(Cc1nc2ccccc2c(=O)[nH]1)C1CCCC1	87.8

Next results follow:
SMILES	SK-BR-3 tox 24h
Cc1ccc(-c2nnc(-c3cccc(Br)c3)o2)cc1	93.8
Cc1nc(-c2cccc(S(=O)(=O)N3CCOCC3)c2)cs1	93.9
Cc1nn(Cc2ccc(C(=O)Nc3nccs3)cc2)c(C)c1Cl	88.5
O/N=C(\c1ccc2c(c1)OCCO2)C1CCCCC1	94.0
O=C(NCCCN1CCN(CCCNC(=O)c2ccc3c(c2)OCO3)CC1)c1ccc2c(c1)OCO2	89.1
CCCCc1c(C)nc(N)[nH]c1=O	76.5
O=c1n(CCCN2CCN(c3cccc(Cl)c3)CC2)nc2ccccn12	88.6
CC(C)n1c(SCC(=O)NCc2ccco2)nc2c1c(=O)n(C)c(=O)n2C	107.0
Cn1c(CN2CCCCC2)nc2cc(NC(=O)c3cccs3)ccc21	82.1
O=C(O)CNS(=O)(=O)c1cc(Cl)c(Cl)cc1Cl	82.6
CSCCC(C(=O)Nc1ccc2c(c1)OCO2)N1C(=O)c2ccccc2C1=O (centres undefined)	95.6
Clc1ccccc1OCc1nn2c(-c3ccncc3)nnc2s1	100.9
CCOC(=O)C1=C(CNCc2ccc(C)cc2)NC(=O)NC1c1ccc(OC)cc1 (centres undefined)	93.6
CCCCSc1nnc(CCC)n1N	104.8
CC1C(=O)CCC1(C(=O)O)c1ccccc1 (centres undefined)	113.6
O=C(c1cc2c(s1)CCCC2)n1cccn1	105.8
Cc1cccc(C)c1NC(=O)CSc1nnc(-c2ccncc2)n1Cc1ccco1	90.5
CC(C)N=C(NC#N)SCC(=O)NC(C)(C)C	106.2
COc1cccc(C(=O)N2CCN(Cc3ccccc3C(F)(F)F)CC2)c1	77.8
CCc1ccc(CCC(=O)Nc2sc3c(c2C#N)CCCC3)o1	99.8
O=C(CSc1nnc(Nc2ccccc2F)s1)NCc1ccco1	101.4
Cc1cc(C)c(S(=O)(=O)NCCCN2CCOCC2)cc1Br	107.7
COc1cccc(Nc2ncc(C(=O)O)c3ccccc23)c1	99.3
CN1CCN(CCCC(=O)c2ccc(F)cc2)CC1	88.0
O=C(c1n[nH]c(=O)c2ccccc12)N1CCN(c2ccccc2)CC1	75.1

Later entries.
SMILES	SK-BR-3 tox 24h
CCO/C=C/C(O)(CNC(=O)COc1ccccc1F)C(F)(F)F (centres undefined)	98.6
O=C(Nc1cccc(F)c1)C1CC(=O)N(c2ccc(Br)cc2)C1 (centres undefined)	89.0
Cc1cc(NCCCN2CCOCC2)n2nc(C)c(-c3ccccc3)c2n1	87.5
COC(=O)c1ccccc1NC(=O)NCC1CCCO1 (centres undefined)	95.0
Cc1ncc(CSc2nnnn2-c2ccccc2)c(N)n1	115.4
Cc1ccccc1CN1CCN(CC(=O)NCc2ccco2)C1=O	87.9
O=C(CSc1nnc(-c2cccs2)n1-c1ccccc1)NCc1ccco1	88.1
CCC(=O)c1ccccc1OCCCN1C(=O)NC(C)(C)C1=O	82.0
CCCC(CCC(=O)Nc1ccc(C(=O)OC)cc1)C(=O)O (centres undefined)	121.4
Cc1nc2ccccc2n1CC(O)Cn1c(C(F)(F)F)nc2ccccc21 (centres undefined)	76.7
O=C(NCc1ccccc1)N[C@@H](Cc1c[nH]c2ccccc12)C(=O)O	111.5
Cc1cccc(C)c1NC(=O)CSc1nnnn1C	87.6
O=C(O)c1ccccc1S(=O)(=O)Cc1ccccc1	139.8
Cc1cc(-c2cc(N)n(-c3ccccc3)n2)c(C)n1C1CCCC1	43.2*
CN(C)C(=O)C12CCC(C)(c3nc4ccccc4nc31)C2(C)C (centres undefined)	94.1
O=C1CSC(c2ccncc2)N1Cc1ccco1 (centres undefined)	102.4
CCOc1ccc(Nc2cc(C)nc(N3CCOCC3)n2)cc1	116.9

Filtered by structure: the entries above containing a thiophene ring, fused or not.
SMILES	SK-BR-3 tox 24h
O=C(CC(O)(c1ccccc1)C(F)(F)C(F)F)c1cccs1 (centres undefined)	78.8
O=C(Nc1nccs1)c1cc2sccc2n1Cc1ccc(F)cc1	79.7
Nc1nc(SCC(=O)NCCCO)nc2sc3c(c12)CCC3	85.3
CC(Cc1cccs1)NC(=O)Nc1ccccc1 (centres undefined)	78.5
Cc1ccc(C(=O)N2CCN(C3CCCCC3)CC2)s1	105.6
Cn1c(CN2CCCCC2)nc2cc(NC(=O)c3cccs3)ccc21	82.1
O=C(c1cc2c(s1)CCCC2)n1cccn1	105.8
CCc1ccc(CCC(=O)Nc2sc3c(c2C#N)CCCC3)o1	99.8
O=C(CSc1nnc(-c2cccs2)n1-c1ccccc1)NCc1ccco1	88.1
